From PubChem BioAssay
BLM helicase inh: inhibitors of human Bloom syndrome helicase BLM; P54132; recombinant BLM DNA unwinding, fluorescence dequenching; Potency, µM (titrated, usually from 56.1 µM), for the others: at the top dose activity change, negative = inhibition, most hits filed as inhibitors; actives 0.2% (n = 350,000);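 note: plate controls were vehicle for no effect and no enzyme for full effect; nearly all actives have a fitted effect of over 35% in size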
Target sequence (P54132 whole entry, looked up): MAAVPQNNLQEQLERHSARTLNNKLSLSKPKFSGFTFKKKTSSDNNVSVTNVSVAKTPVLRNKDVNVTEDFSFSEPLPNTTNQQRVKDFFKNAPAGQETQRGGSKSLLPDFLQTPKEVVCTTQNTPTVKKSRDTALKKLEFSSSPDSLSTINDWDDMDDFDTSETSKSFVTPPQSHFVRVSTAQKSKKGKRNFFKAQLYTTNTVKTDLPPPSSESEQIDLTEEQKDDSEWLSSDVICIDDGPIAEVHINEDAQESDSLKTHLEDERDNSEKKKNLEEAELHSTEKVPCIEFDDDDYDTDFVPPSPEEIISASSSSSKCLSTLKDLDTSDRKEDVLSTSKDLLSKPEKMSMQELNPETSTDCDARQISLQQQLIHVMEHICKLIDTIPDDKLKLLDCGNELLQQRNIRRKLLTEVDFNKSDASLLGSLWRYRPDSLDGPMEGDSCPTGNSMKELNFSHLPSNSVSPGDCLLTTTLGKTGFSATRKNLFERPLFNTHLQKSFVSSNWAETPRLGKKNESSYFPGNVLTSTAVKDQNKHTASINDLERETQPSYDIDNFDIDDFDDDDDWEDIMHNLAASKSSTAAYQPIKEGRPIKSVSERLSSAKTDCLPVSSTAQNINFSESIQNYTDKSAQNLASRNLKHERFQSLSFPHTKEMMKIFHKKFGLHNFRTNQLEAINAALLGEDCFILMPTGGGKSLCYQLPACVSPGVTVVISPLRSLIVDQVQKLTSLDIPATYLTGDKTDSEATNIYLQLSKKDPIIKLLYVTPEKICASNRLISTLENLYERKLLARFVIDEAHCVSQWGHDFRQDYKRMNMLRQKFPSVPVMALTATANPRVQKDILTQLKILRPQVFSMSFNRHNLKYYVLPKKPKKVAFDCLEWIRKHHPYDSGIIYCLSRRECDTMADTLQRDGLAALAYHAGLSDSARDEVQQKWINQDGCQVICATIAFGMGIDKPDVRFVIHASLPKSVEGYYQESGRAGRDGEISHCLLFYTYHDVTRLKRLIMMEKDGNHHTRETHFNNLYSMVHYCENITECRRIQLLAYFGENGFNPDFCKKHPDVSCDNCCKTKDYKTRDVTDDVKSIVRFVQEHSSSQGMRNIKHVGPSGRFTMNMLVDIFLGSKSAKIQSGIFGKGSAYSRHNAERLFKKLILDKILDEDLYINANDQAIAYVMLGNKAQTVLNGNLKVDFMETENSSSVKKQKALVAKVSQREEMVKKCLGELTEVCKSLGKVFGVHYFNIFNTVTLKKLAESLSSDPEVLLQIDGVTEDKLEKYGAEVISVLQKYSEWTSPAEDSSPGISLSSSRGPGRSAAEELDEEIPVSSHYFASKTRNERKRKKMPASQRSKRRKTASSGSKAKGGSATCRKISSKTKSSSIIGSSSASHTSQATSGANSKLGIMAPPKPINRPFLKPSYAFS
G9a inh: blocks human histone lysine methyltransferase G9a; Q96KQ7; G9a H3K9 monomethylation, AlphaScreen, 2 h; Potency, µM (titrated, usually from 102 µM), for the others: top-dose activity, negative = inhibition, actives largely listed as inhibitors; actives 8.8% (n = 350,000); note: % is set by controls: 0 for no effect and ±100 for the full control effect; nearly all actives have a fitted effect of over 75% in size
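Chemiluminescent proximity detection of H3K9 monomethylation, read after 10 min bead incubation in the dark. Reaction: 20 nM G9a, 500 nM biotin-H3K9 peptide, 20 uM SAM cofactor, 2 h, room temperature, following 15 min enzyme-compound preincubation.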
Pol iota inh: inhibitors of human DNA polymerase iota | Potency, µM (top dose mostly 115 µM), for inactives: at the highest dose activity, negative = inhibition, hits mostly inhibitors | Q9UNA4 | Pol iota fluorescent replication assay, 10 min | AID 588590 | actives 1% (n = 390,000)
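Fluorescent replication assay read twice, at 0 min and 10 min after adding 50 nM (final) substrate. Enzyme (10 nM) and compounds were first incubated 15 min at room temperature; enzyme-free buffer wells were negative controls.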
Pin1 inhibitor: human Pin1 inhibition | actives 0.009% (n = 390,000) | Pin1 FP peptide displacement, HiFluor488, 10 min | AID 504891 | Potency, µM (doses to about 115 µM), for the others: at the top dose activity, negative = inhibition, actives largely listed as inhibitors; active = well fitted inhibition curve with a large enough effect in the polarisation, with a control signal flat, not every such curve was filed as active; inconclusive = small, poorly fitted or top-dose-only effect, or effect the other way, or a change in a side signal; inactive = no such curve, though single readings can be large or run the other way; the % refers to the polarisation; note: % is set by controls: 0 for no effect and ±100 for the full control effect
BAZ2B inh: BAZ2B (human) inhibition; AID 504333; Potency, µM (doses to about 114 µM), for the others: at the top dose activity change, negative = inhibition, usual class: inhibitors; AlphaScreen BAZ2B-H3K14Ac peptide displacement; actives 4.4% (n = 360,000); note: % is set by controls: 0 for no effect and ±100 for the full control effect; nearly all actives have a fitted effect of over 60% in size
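Protein-peptide AlphaScreen: BAZ2B 50 nM, b-H3K14Ac 50 nM, 1x PBS pH 7.4 + 0.01% Tween-20. Preincubation 30 min RT; cpd 30 min RT (top 110 uM); beads 20 min RT, light-protected.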
HP1b chromo inh: blocks HP1-beta chromodomain binding to methylated histone tails; P83916; AlphaScreen HP1-beta / biotin-H3K9me3 peptide binding; Potency, µM (doses to about 114 µM), for the others: at the top dose activity change, negative = inhibition, hits mostly inhibitors; actives 0.56% (n = 390,000); AID 540317; note: nearly all actives have a fitted effect of over 70% in size; inactives centre near 23
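AlphaScreen: HP1-beta (50 nM) preformed 30 min with biotin-H3(1-18)K9me3 peptide (50 nM) in PBS pH 7.4, 0.01% Tween-20. Compound added for 30 min at RT, then streptavidin donor/nickel chelate acceptor beads (10 ug/mL) for 30 min.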
PGK inhibitor: blocks T. brucei phosphoglycerate kinase; PGK/GAPDH coupled, Kinase-Glo luminescence, 60 min; Potency, µM (doses to about 57.5 µM), for inactives: top-dose activity change, negative = inhibition, most hits filed as inhibitors; AID 602233; P07378; actives 0.043% (n = 380,000); note: % is set by controls: 0 for no effect and ±100 for the full control effect; nearly all actives have a fitted effect of over 60% in size
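Luminescent ATP detection (Kinase-Glo Plus) follows a 60-minute room-temperature incubation, with wells lacking PGK as controls. Buffer: 100 mM TEA (pH 7.6), 5 mM MgCl2, 0.01% Tween-20. Coupling enzyme GAPDH (100 nM final) supplies unstable 1,3-BPG in-well.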
GLS inh: glutaminase GLS (human) inhibition | O94925 | GLS enzymatic activity, qHTS titration | Potency, µM (doses to about 45.5 µM), for inactives: at the top dose activity change, negative = inhibition, actives largely listed as inhibitors | actives 0.21% (n = 410,000) | AID 624170; note: % is set by controls: 0 for no effect and ±100 for the full control effect
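Two-point fluorescence kinetic (t0, 30 min RT) for hKGA; glutamate detected via glutamate oxidase–HRP–Amplex Red. Substrate: 1 mM L-glutamine solution; buffer 45 mM KH2PO4, pH 8.2.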
JMJD2A Tudor inh: inhibitors of human JMJD2A Tudor domain | O75164 | AlphaScreen JMJD2A-Tudor / H3K4me3 peptide binding | Potency, µM (series often up to 114 µM), for inactives: at the top dose activity change, negative = inhibition, hits mostly inhibitors | actives 4.4% (n = 390,000); note: % is set by controls: 0 for no effect and ±100 for the full control effect; nearly all actives have a fitted effect of over 50% in size
An asterisk follows results filed as active; i = inactive; ? = inconclusive; . = not tested or not shown; [ ] = another dose, or the depositor's remark. Unless noted, calls come from the whole dose curve; as a rule, active = well fitted curve in the direction sought with a large enough effect; inconclusive = small, poorly fitted or top-dose-only effect, or another doubt; inactive = no such curve, though single readings can be large; an effect the other way counts as inactive or inconclusive. Potency is the fitted concentration of half-maximal effect. An excerpt; the hit share may differ from the screen's.

SMILES | BLM helicase inh | G9a inh | Pol iota inh | Pin1 inhibitor | BAZ2B inh | HP1b chromo inh | PGK inhibitor | GLS inh | JMJD2A Tudor inh
CCn1cc(/C=C(\NC(=O)c2ccccc2OC)C(=O)N2CCN(C)CC2)c2ccccc21 | 3.2% | -14.8% | 29.9% | -3.4% | -24.4% | 6.4% | 1.1% | 18.4% | -10.1%
CCOC(=O)C1CCN(C(=O)CCC(=O)NCCc2ccc(Cl)cc2)CC1 | 5.7% | . | 139.3%[activator] | 4.4% | 11.7% | -0.2% | -17.3% | 24.6% | -13.6%
Cc1ccc(NC(=O)c2cc(-c3ccc(C)o3)nc3ccccc23)cc1 | -2.7% | 10µM* | ? | 35.0%[activator] | -4.2% | -15.1% | -5.3% | -19.1% | 79.4µM*
CC(/C=N/n1c(-c2ccncc2)n[nH]c1=S)=C\c1ccco1 | -13.0% | . | 20µM* | ? | ? | -5.2% | -3.8% | ? | 5.01µM*
CCn1c(SCC(=O)N/N=C/C=C/c2ccccc2[N+](=O)[O-])nnc1-c1ccccc1 | -2.2% | 39.8µM* | 15.8% | -2.0% | -27.6% | -26.3% | -4.8% | 16.5% | ?
COc1ccccc1C(=O)N/C(=C\c1cn(S(=O)(=O)N(C)C)c2ccccc12)C(=O)NCCCn1ccnc1 | 3.5% | -0.5%[59 µM] | 38.2%[activator] | -3.1% | ? | 26.1% | i | 0.0% | ?
CC(C)Oc1ccc(/C=N/NC(=O)C2CCCN2S(=O)(=O)c2ccc(Cl)cc2)cc1 (stereo not given) | -5.8% | 6.8%[59 µM] | 3.9% | ? | -24.4% | 16.2% | -4.7% | -0.3% | -26.5%
O=S(=O)(Nc1cc(Cl)ccc1-n1cncn1)c1ccc(F)cc1 | . | -11.4%[12.7 µM] | 20.8% | -2.4% | 9.2% | 36.9% | 6.3% | 5.7% | -1.4%
CC1=C(C(N)=O)C(c2ccccc2)n2nc(-c3cccc(C)c3)nc2N1 (stereo not given) | -3.5% | 11.7% | 9.7% | -5.1% | 5.0% | 48.6%[activator] | -5.4% | 10.5% | -16.2%
Cc1cc2c(cc1C)C(c1cccc([N+](=O)[O-])c1)CC(=O)N2 (stereo not given) | -5.1% | 13.5%[59 µM] | -4.1% | 2.8% | -28.9% | 0.8% | i | -0.1% | -17.1%
CC(=O)N1CCN(S(=O)(=O)c2cccc(C(=O)NNC(=O)COc3c(C)cccc3C)c2)CC1 | . | . | 52.4%[activator] | 9.0% | . | 12.9% | 1.4% | -1.4% | 1.4%
Cc1cc(NC(=O)c2ccc3c(c2)OCO3)no1 | -0.6% | 12.8%[59 µM] | 4.4% | 1.6% | 8.4% | 22.3% | -2.5% | -0.2% | -4.2%
O=C(N/N=C/c1ccccc1Cl)c1ccncc1 | 1.2% | . | -12.5% | -3.6% | 8.3% | 23.2% | i | 10.4% | -7.8%
CCCn1nc(-c2ccccc2)c2nc3ccccc3nc21 | -0.1% | 91.9%[activator][59 µM] | 1.5% | ? | 66.9%[activator] | 143.4%[activator] | -5.9% | 3.4% | 69.5%[activator]
O=C(NCc1ccccc1Cl)c1ccc2c(O)c(S(=O)(=O)c3ccccc3)c(=O)[nH]c2c1 | -3.2% | ? | -11.5% | -0.1% | ? | 25.7% | -4.0% | 3.9% | -9.2%
O=C(CCCN=C1NS(=O)(=O)c2ccccc21)OCC(=O)c1ccc(Br)cc1 | -4.5% | 0.6% | -8.9% | 10.9% | -29.3% | 19.5% | -0.5% | 0.6% | -8.2%
CCN1CCN(c2oc(-c3ccc([N+](=O)[O-])cc3)nc2C#N)CC1 | -4.2% | 5.1%[12.7 µM] | 37.1%[activator] | -5.9% | -15.7% | 36.0% | -5.6% | -9.5% | -5.4%
CCCCN(C(=O)C1CSC2(C)CCC(=O)N12)c1c(N)n(Cc2ccccc2)c(=O)[nH]c1=O (stereo not given) | . | 3.6% | 16.5% | -1.6% | -3.2% | 36.4% | i | -3.6% | -9.6%
Cc1cc(F)ccc1Oc1cc(NN2CCCCC2)c([N+](=O)[O-])cc1[N+](=O)[O-] | -2.2% | ? | 9.3% | -7.3% | ? | -14.7% | -8.2% | 5.0% | ?
Cc1ccc(S(=O)(=O)N2CCN(S(=O)(=O)N3CCCCC3)CC2)cc1 | -2.8% | 12.0%[59 µM] | -4.5% | -2.2% | 10.5% | 25.5% | -7.0% | 9.2% | -10.2%
CCN1CCN(C(=S)Nc2ccc(Cl)c(Cl)c2)CC1 | 4.2% | ? | 3.4% | -5.7% | 2.8% | 12.3% | -4.9% | 15.2% | -24.2%
O=C(Nc1ccccc1C(=O)O)c1cc(S(=O)(=O)N2CCOCC2)c(Br)s1 | -0.8% | -50.7% | -14.9% | 10.2% | -19.9% | -0.2% | -2.7% | 7.3% | -17.1%
CCCOc1ccc(NC(=O)CC2C(=O)N(c3ccc(C)cc3)C(=O)N2C2CCCC2)cc1 (stereo not given) | -10.5% | -0.9%[59 µM] | 5.5% | 3.5% | -10.8% | 17.5% | i | -11.0% | -12.3%
COc1ccc(NC2CCCN(C(=O)C3(C)CCCCC3)C2)cc1OC (stereo not given) | -0.3% | ? | 33.5%[activator] | -5.8% | -33.7% | 8.7% | -0.3% | -1.7% | ?
CN(CC(=O)Nc1cccc(F)c1)C(=O)c1sccc1-c1ccccc1 | . | -28.7% | 12.2% | 0.9% | 4.0% | 12.5% | 12.2% | 6.3% | 7.8%

The listing continues.
SMILES | BLM helicase inh | G9a inh | Pol iota inh | Pin1 inhibitor | BAZ2B inh | HP1b chromo inh | PGK inhibitor | GLS inh | JMJD2A Tudor inh
Cc1cc(C(=O)NCCc2ccccc2)c2cc(F)ccc2n1 | 1.1% | -0.9% | 122.7%[activator] | 8.2% | -34.0% | 27.4% | 1.8% | -12.5% | -9.7%
CCNC(=O)COC(=O)c1sccc1C | 4.8% | 21.9% | 33.4%[activator] | -1.6% | -9.2% | -15.5% | -9.0% | -4.5% | -13.5%
Cc1nn(C)c(Oc2ccccc2)c1CCNC(=O)CCl | -5.7% | -20.5% | 25.8% | -5.1% | -1.2% | 68.0%[activator] | 8.2% | -0.3% | -2.5%
O=S1(=O)N=C(Oc2cccc3ccccc23)c2ccccc21 | 5.2% | ? | 12.9% | ? | 6.6% | -5.5% | -5.2% | 28.5% | ?
COc1ccccc1NC(=O)Cn1c(=O)c(N(C)C)c(N)n(C)c1=O | 2.7% | -4.8% | 143.3%[activator] | 3.2% | 2.6% | 19.6% | -7.9% | ? | -6.7%
CC1(C)OC(C)(C)/C(=C\c2ccc(OCC(N)=O)cc2)C1=O | . | 3.8%[12.7 µM] | 32.2%[activator] | 2.3% | 7.8% | 29.8% | -5.8% | -1.4% | 1.0%
O=[N+]([O-])c1cc2c(cc1CN1CCN(c3ccccc3F)CC1)OCO2 | -9.1% | -18.9%[59 µM] | 15.0% | -1.2% | 56.2µM* | 8.8% | i | 1.4% | -31.5%
Nc1c(-c2nc(-c3ccccc3Cl)no2)nnn1-c1ccccc1F | -3.8% | -9.1%[59 µM] | 1.9% | 16.1% | 1.4% | 23.6% | -6.2% | 0.1% | -13.2%
O=c1c(C(c2nnnn2C2CCCCC2)N2CCCCC2)coc2ccc(Cl)cc12 (stereo not given) | 1.8% | ? | 8.2% | 4.1% | 5.9% | 19.5% | 2.8% | 10.8% | -15.8%
CC(=O)Nc1ccc(S(=O)(=O)NCC(=O)OCC(=O)N2CCCCCC2)cc1 | . | -1.3%[59 µM] | 28.0% | -0.9% | -5.1% | 19.8% | -11.6% | 4.0% | -17.9%
O=C(CN1C(=O)NC2(CCCC2)C1=O)Nc1nc2ccccc2s1 | . | -0.9%[59 µM] | 13.2% | -9.8% | -4.4% | 21.9% | -0.9% | -10.8% | -22.3%
CCOCCCN(Cc1ccco1)S(=O)(=O)c1csc(C(N)=O)c1 | 0.2% | 10.5% | 1.4% | 1.5% | -31.1% | 28.1% | -3.6% | -1.0% | -2.8%
CCOC(=O)N1CCN(CC(=O)Nc2c(C(=O)OC)[nH]c3cc(C)ccc23)CC1 | -5.1% | -33.3% | 6.4% | -2.9% | -3.2% | 20.5% | -8.1% | 11.1% | -9.5%
O=C(CSc1cn(CC(=O)N2CCCCC2)c2ccccc12)Nc1ccc(C(F)(F)F)cc1 | -8.1% | 4.9%[59 µM] | 13.8% | -8.0% | -2.0% | 47.5% | 12.0% | 4.3% | -1.5%
COc1ccc(NC(=O)CCCN2C(=O)CCn3nc(-c4cn(C)c5ccccc45)cc32)cc1OC | -0.3% | -18.7%[59 µM] | -16.1% | -0.8% | -24.7% | 5.2%[57 µM] | -9.9% | -11.3% | -33.5%
COc1ccc(NC(=O)C2CCCN(S(=O)(=O)c3cn(C)cn3)C2)cc1Cl (stereo not given) | 0.4% | 18.2%[59 µM] | 12.2% | -1.6% | -10.9% | 18.7% | 5.6% | -7.7% | -4.3%

Structures from the list above with an NH in an aromatic ring:
SMILES | BLM helicase inh | G9a inh | Pol iota inh | Pin1 inhibitor | BAZ2B inh | HP1b chromo inh | PGK inhibitor | GLS inh | JMJD2A Tudor inh
CC(/C=N/n1c(-c2ccncc2)n[nH]c1=S)=C\c1ccco1 | -13.0% | . | 20µM* | ? | ? | -5.2% | -3.8% | ? | 5.01µM*
O=C(NCc1ccccc1Cl)c1ccc2c(O)c(S(=O)(=O)c3ccccc3)c(=O)[nH]c2c1 | -3.2% | ? | -11.5% | -0.1% | ? | 25.7% | -4.0% | 3.9% | -9.2%
CCCCN(C(=O)C1CSC2(C)CCC(=O)N12)c1c(N)n(Cc2ccccc2)c(=O)[nH]c1=O (stereo not given) | . | 3.6% | 16.5% | -1.6% | -3.2% | 36.4% | i | -3.6% | -9.6%
CCOC(=O)N1CCN(CC(=O)Nc2c(C(=O)OC)[nH]c3cc(C)ccc23)CC1 | -5.1% | -33.3% | 6.4% | -2.9% | -3.2% | 20.5% | -8.1% | 11.1% | -9.5%
